GoLoco inh red: RGS12 GoLoco-Gai1 interaction inhibition. P63096. Gai1:RGS12 GoLoco peptide FP, rhodamine, 10 min. Potency, µM (doses to about 61.6 µM), without a hit: at the highest dose activity, negative = inhibition, hits mostly inhibitors. 230,000 tested, 0.44% active. AID 880; active means well fitted inhibition curve with a large enough effect, not every such curve was filed as active; inactive means no such curve, though single readings can be large or run the other way; further: on the % scale 0 is the no-effect control and ±100 the full control effect; nearly all actives have a fitted effect of over 30% in size; many of its hits are not listed in these tables
SMN2 splice up: SMN2 splice variant enhancement; AID 1458; Potency, µM (series often up to 46.1 µM), inactives show at the highest dose activity change, positive = activation, most hits filed as activators; 210,000 tested, 2.8% active; HEK293 SMN2-luciferase splicing reporter, luminescence, 30-36 h; further: % of control where 0% means no effect; nearly all actives have a fitted effect of over 55% in size
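qHTS luciferase splicing reporter: luminescence rises when SMN2 exon 7 is included in transfected HEK293 cells. Compound exposure lasted 30-36 h at 37C, with 4.5 mM final sodium butyrate as control, followed by a ONE-Glo read.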
GAA inhib: blocks human lysosomal alpha-glucosidase; P10253; purified human GAA, 4-MU-alpha-glucoside fluorescence; Potency, µM (series often up to 76.9 µM), inactives show at the highest dose activity change, negative = inhibition, most hits filed as inhibitors; 200,000 tested, 0.005% active; AID 1466;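 further: plate controls were uninhibited enzyme wells for no effect and no-enzyme background for full effect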
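Fluorogenic assay: 4 nM human alpha-glucosidase with 400 uM 4-methylumbelliferyl-alpha-D-pyranoside in 50 mM citrate/phosphate, 0.005% Tween-20, pH 5.0, 20 min at room temperature. Compounds tested up to 77 uM; AC50 from Hill fits.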
GAA glycogen: alters human alpha-glucosidase cleavage of glycogen; P10253; recombinant GAA, glycogen substrate, Amplex Red glucose oxidase fluorescence; Potency, µM (series often up to 76.4 µM), inactives show top-dose activity change, negative = inhibition, hits mostly inhibitors; 300,000 tested, 0.38% active;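 further: 0% = full enzyme reaction and -100% = no-enzyme basal signal; the screen sought inhibitors and activators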
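Natural-substrate format: glycogen cleavage by 4 nM human enzyme, glucose read by Amplex Red coupling (Ex 573, Em 610 nm). Normalized to enzyme and no-enzyme controls.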
GLA spleen mod: inhibitors or activators of human alpha-galactosidase in spleen homogenate. human spleen homogenate, 4MU-alpha-Gal fluorescence, 40 min. Potency, µM (doses to about 80 µM), inactives show at the top dose activity change, negative = inhibition, most hits filed as inhibitors. 240,000 tested, 0.008% active. AID 2107. P06280;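 further: 0% = enzyme with vehicle and -100% = no enzyme basal signal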
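Spleen homogenate 1 ug + cpd (titration) + 4-MU-alpha-D-galactopyranoside 1 mM; 37C 40 min; 50 mM citrate/phosphate pH 5.0, 0.01% Tween-20; stop pH 10; fluorescence 365/440; AC50 via Hill.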
aGlu spleen mod: inhibits or activates alpha-glucosidase in human spleen homogenate; P10253; human spleen homogenate, 4-MU-alpha-glucoside fluorescence; Potency, µM (series often up to 79.9 µM), inactives show at the highest dose activity change, negative = inhibition, most hits filed as inhibitors; 240,000 tested, 0.006% active;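 further: 0% = enzyme with vehicle and -100% = no enzyme basal signal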
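Human spleen homogenate (1 ug) incubated with compounds and 1 mM 4-methylumbelliferyl-alpha-D-glucopyranoside in pH 5.0 citrate/phosphate buffer, 37 C, 40 min. Stopped at pH 10; 4-MU fluorescence (Ex 365/Em 440 nm); AC50 by Hill fit.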
KDM4E inh: JMJD2E (human) inhibition; B2RXH2; JMJD2E catalytic domain, FDH-coupled NADH fluorescence (FDH is formaldehyde dehydrogenase); Potency, µM (highest dose often 57.1 µM), without a hit: top-dose activity change, negative = inhibition, hits mostly inhibitors; 230,000 tested, 1.6% active; AID 2147; active means well fitted inhibition curve with a large enough effect, not every such curve was filed as active; inconclusive means small, poorly fitted or top-dose-only effect, or another doubt; inactive means no such curve, though single readings can be large or run the other way;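 further: 0% = wells with enzyme and -100% = buffer wells without enzyme; nearly all actives have a fitted effect of over 50% in size; many of its hits are not listed in these tables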
Target sequence (B2RXH2 1-337 limits assumed): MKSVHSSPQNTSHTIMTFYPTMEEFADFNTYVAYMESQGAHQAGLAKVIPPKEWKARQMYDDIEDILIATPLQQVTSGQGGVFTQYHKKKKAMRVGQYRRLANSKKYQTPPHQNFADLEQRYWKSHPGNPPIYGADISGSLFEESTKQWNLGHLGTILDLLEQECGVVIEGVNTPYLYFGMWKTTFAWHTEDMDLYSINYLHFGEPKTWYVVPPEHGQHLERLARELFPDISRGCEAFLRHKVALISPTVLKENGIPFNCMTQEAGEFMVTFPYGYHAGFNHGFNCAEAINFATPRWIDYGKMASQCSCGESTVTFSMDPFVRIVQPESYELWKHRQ
ALDH1A1 block: inhibitors of human aldehyde dehydrogenase 1A1 | P00352 | Purified ALDH1A1, NADH fluorescence, propionaldehyde substrate | Potency, µM (highest dose often 75.3 µM), for the others: top-dose activity, negative = inhibition, actives largely listed as inhibitors | 220,000 tested, 7.3% active | AID 1030; active means well fitted inhibition curve with a large enough effect, not every such curve was filed as active; inconclusive means small, poorly fitted or top-dose-only effect, or another doubt; inactive means no such curve, though single readings can be large or run the other way;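 further: plate controls were no enzyme wells and a reference inhibitor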
Target sequence (P00352 whole entry, looked up): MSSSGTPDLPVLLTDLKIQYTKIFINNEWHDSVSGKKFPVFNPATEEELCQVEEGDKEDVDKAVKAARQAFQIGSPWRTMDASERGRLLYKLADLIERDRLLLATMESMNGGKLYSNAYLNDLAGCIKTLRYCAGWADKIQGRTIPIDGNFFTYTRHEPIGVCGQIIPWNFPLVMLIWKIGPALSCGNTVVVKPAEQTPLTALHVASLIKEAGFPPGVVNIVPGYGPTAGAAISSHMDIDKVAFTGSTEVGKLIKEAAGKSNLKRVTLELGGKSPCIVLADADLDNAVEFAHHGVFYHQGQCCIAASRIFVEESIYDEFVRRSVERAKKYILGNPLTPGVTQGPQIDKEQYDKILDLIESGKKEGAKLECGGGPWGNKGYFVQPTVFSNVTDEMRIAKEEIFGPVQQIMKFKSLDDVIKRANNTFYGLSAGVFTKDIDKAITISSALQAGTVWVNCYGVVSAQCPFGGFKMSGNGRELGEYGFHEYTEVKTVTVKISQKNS
* = called active by the depositor; ? = inconclusive; . = not tested or not shown; & = joins results of further samples; [ ] = remark or other dose. Unless noted, the call rests on the fitted dose curve; in most records, active means well fitted curve in the direction sought with a large enough effect; inconclusive means small, poorly fitted or top-dose-only effect, or another doubt; inactive means no such curve, though single readings can be large; an effect the other way counts as inactive or inconclusive. Potency means the concentration at half of the fitted maximal effect.

SMILES	GoLoco inh red	SMN2 splice up	GAA inhib	GAA glycogen	GLA spleen mod	aGlu spleen mod	KDM4E inh	ALDH1A1 block
COc1ccc(CC(=O)Nc2cc(Cl)ccc2O)cc1	56%[activator]	3%	-3%	-26%	2%	-2%	1%	3%
Nc1nc(Cl)cc(Sc2ccc3ccccc3c2)n1	-1%	?	5%	7%	6%	-3%	2%	10%
O=C1CC(c2ccccc2)CN1Cc1ccccc1 (stereo unspecified)	4%	16%	-8%	-15%	-4%	-20%	2%	-8%
CCN(CC)c1ccc(/C=N/NC(=O)c2cccc(N3CCCC3=O)c2)cc1	5%	-5%	1%	-10%	-1%	-20%	?	?
CC(C)[C@H](NC(=O)OC(C)(C)C)C(=O)N/N=C/c1ccc2nccnc2c1	8%	.	.	3%	8%	-22%	-10%	.
CCOC(=O)N1CCN(Cc2nc3c(c(=O)[nH]c(=O)n3C)n2Cc2cc(C)ccc2C)CC1	2%	1%	-2%	0%	-4%	-3%	1%	?
CCOC(=O)/C(=C/Nc1ccc(F)c(F)c1)[N+](=O)[O-]	4%	.	.	5%	3%	-5%	4%	.
COCCNC(=O)c1ccc(-n2c(SCc3cc(F)ccc3F)nc3ccccc3c2=O)cc1	-1%	.	-1%	7%	-1%	-3%	5%	7%
CN1C(=O)CSc2ccc(NC(=O)NCc3ccc(F)cc3)cc21	25%	.	-4%	-5%	2%	4%	-6%	3%
COc1cc(/C=N/NC(=S)NC2CC3CCC2C3)ccc1O (stereo unspecified)	3%	.	2%	?	8%	4%	-10%	18µM*
O=C(OCc1c(Cl)cccc1Cl)c1ccccn1	3%	3%	-6%	-7%	1%	-5%	-2%	-3%
COC(=O)c1cc(C)sc1NC(=O)C1CC=CCC1C(=O)O (stereo unspecified)	4%	-1%	-4%	-7%	-1%	-6%	-26%	-9%
Cc1c(NC(=O)c2ccc3c(c2)C(=O)N(CC2CCCO2)C3=O)cccc1C(=O)O (stereo unspecified)	-8%	15%	1%	0%	3%	-2%	8%	?
O=C(NCc1ccccn1)c1cc(-c2ccccc2Cl)nc2ccccc12	-1%	-29%	6%	-1%	7%	11%	0%	-11%
O=C(c1ccco1)N1CCN(c2ncnc3c2oc2ccccc23)CC1	4%	4%	-8%	3%	-1%	2%	-1%	?
COc1ccc(Nc2nc(N)nc(CN3CCC(C)CC3)n2)cc1	-11%	1%	1%	7%	-3%	2%	0%	-3%
CCOc1ccc(-n2c(=O)c3sccc3n(Cc3cccc([N+](=O)[O-])c3)c2=O)cc1	-4%	-14%	-5%	9%	-2%	-1%	10%	4%
O=C(NC1CC1)c1cc(=O)c2ccccc2o1	5%	-3%	-3%	2%	5%	-1%	-4%	13%
Cn1ncc(Cl)c1C(=O)N1CCN(c2ncccn2)CC1	-6%	6%	12%	18%	-5%	-5%	?	0%
CCOC(=O)N1CCC(Nc2c(Nc3ccc(F)cc3)c(=O)c2=O)CC1	9%	.	?	4%	0%	-3%	?	?

Single records, as listed above.
Listed for `O=C1CC(c2ccccc2)CN1Cc1ccccc1` (stereo unspecified) : GoLoco inh red = 4%; SMN2 splice up = 16%; GAA inhib = -8%; GAA glycogen = -15%; GLA spleen mod = -4%; aGlu spleen mod = -20%; KDM4E inh = 2%; ALDH1A1 block = -8%
Listed for `CC(C)[C@H](NC(=O)OC(C)(C)C)C(=O)N/N=C/c1ccc2nccnc2c1` : GoLoco inh red = 8%; SMN2 splice up = .; GAA inhib = .; GAA glycogen = 3%; GLA spleen mod = 8%; aGlu spleen mod = -22%; KDM4E inh = -10%; ALDH1A1 block = .

(more compounds)
SMILES	GoLoco inh red	SMN2 splice up	GAA inhib	GAA glycogen	GLA spleen mod	aGlu spleen mod	KDM4E inh	ALDH1A1 block
c1ccc(-c2nc3ccccc3c3nc4ccccc4n23)cc1	10%	-10%	0%	3%	-3%	2%	?	?
O=C(COC(=O)Cc1cccc2ccccc12)Nc1ccccc1-c1ccccc1	18%	10%	-2%	-9%	-3%	-4%	-2%	-12%
O=S(=O)(c1cccs1)n1cccn1	1%	.	-6%	2%	2%	5%	6%	12%
COc1ccc(-c2cc([C@H]3[C@@H]4C=CCC[C@@]4(C)C(=O)N3Cc3ccccc3)ccc2F)cc1	1%	.	.	-3%	4%	1%	1%	.
COc1ccccc1NC(=O)COn1nnc2ccc(S(=O)(=O)N3CCOCC3)cc21	5%	-11%	-5%	4%	9%	.	2%	-13%
Cc1c(Cl)cccc1NC(=O)CCN1CCCCCC1	5%	?	-3%	4%	-4%	-8%	4%	0%
CC12C(=O)N(c3ccc(C(=O)N4CCOCC4)cc3)C(=O)C1C1c3ccccc3C2c2ccccc21 (stereo unspecified)	5%	8%	-1%	-3%	7%	3%	4%	3%
O=C1C2C(c3ccccc3)(C(=O)N1c1ccc(Cl)cc1)C2(c1ccccc1)c1ccccc1 (stereo unspecified)	11%	-37%[inhibitor]	-1%	6%	3%	-2%	3%	17%
CCC(=O)N1CCc2cc(S(=O)(=O)NC(C(=O)NC3CCCc4ccccc43)C(C)C)ccc21 (stereo unspecified)	26%	-13%	-4%	-4%	14%	2%	-2%	6%
O=C(CC(c1ccccc1)c1ccccc1)Nc1ccc2c(c1)OCCO2	1%	-19%	-2%	-4%	-9%	-3%	1%	-1%
OCCNCc1ccc(-c2ccccc2)cc1	13%	14%	2%	3%	-2%	-18%	2%	9%
O=C(Nc1cccnc1)c1cc(-c2ccc(F)cc2)on1	11%	2%	6%	-1%	3%	-10%	1%	2%
Cn1cnc2nc(NCCO)nc(NCc3ccccc3)c21	9%	25%	.	.	14%	4%	.	-8%
CC(C)=CCC/C(C)=C/CC/C(C)=C/CSCC(=O)O	8%&-2%&3%	-7%&3%&1%	.	.	-2%&0%&-6%	-5%&-5%&-13%	-5%	0%&1%&-1%
Cc1nn(-c2ccccc2)c(C)c1/C=N/NC(=O)c1cc(-c2ccccc2)n[nH]1	2%	4%	-3%	-3%	0%	-2%	-6%	4%
CCC(C)(C)n1nnnc1C(c1ccc2ncccc2c1)N1CCCCCC1 (stereo unspecified)	7%	-12%	-1%	7%	-5%	-7%	-14%	?
O=C(Nc1ccc(O)c(-c2nc3ccccc3s2)c1)C1=COCCO1	1%	-17%	-7%	-12%	3%	-1%	3%	-7%
Cc1ccc(Cn2c(CN3CC(C)OC(C)C3)nc3c2c(=O)[nH]c(=O)n3C)cc1 (stereo unspecified)	7%	-20%	1%	-9%	2%	-5%	4%	-2%
O=C(CCS(=O)(=O)c1ccc(Br)cc1)Nc1ccccn1	9%	3%	-9%	-7%	11%	8%	?	?
CC(=O)N1CCCN(Cc2cn(-c3cc(C)ccc3C)nc2-c2ccccc2)CC1	14%	.	?	16%	-10%	-4%	-20%	?
C/C(=N\NC(=O)CSc1nc2ccccc2o1)c1cccc(O)c1	-1%	.	.	-1%	6%	-2%	0%	.
COc1cccc(C(=O)NNC2OC(CO)C(O)C2O)c1 (stereo unspecified)	-4%	15%	8%	5%	2%	3%	22%	?
O=C(N/N=C/c1ccc(Br)s1)c1cccnc1	5%	-2%	13%	8%	-2%	-1%	0%	-12%
Nc1scc[n+]1Cc1cccc2cccnc12	4%	.	.	2%	-3%	-3%	11%	.
COc1cc(CN(C2CCCCC2)S(=O)(=O)c2ccc(S(=O)(=O)N(C)C3CCCCC3)cc2)cc(OC)c1OC	-2%	-24%	-3%	1%	-8%	-7%	11%	?
Cc1ccc2cc(COC(=O)C3CCCO3)c(=O)[nH]c2c1 (stereo unspecified)	9%	9%	2%	-2%	9%	1%	?	-14%
Cc1ccc(C2(c3noc(CN(C)Cc4ccccn4)n3)CCCC2)cc1	-8%	.	-1%	14%	-4%	-9%	-2%	2%
O=C(Cc1n[nH]c(=O)[nH]c1=O)N/N=C/c1cccc(O)c1	8%	-4%	0%	-6%	0%	-2%	0%	12%
Cc1ccc(NS(=O)(=O)c2cccc(C(=O)NCCc3c[nH]c4ccccc34)c2)c(C)c1	.	.	1%	2%	-10%	-5%	1%	?
O=C1c2ccccc2C(=O)N1CN(C(=O)c1ccccc1)c1ccc(O)cc1	3%	-10%	-4%	-11%	2%	4%	-4%	?
CC1CCCC(C)N1CCNC(=O)CCn1nc(-c2ccccc2)ccc1=O (stereo unspecified)	6%	-8%	-6%	2%	3%	-2%	-20%	2%
CS(=O)(=O)c1nc(-c2ccccc2)c(-c2ccccc2)[nH]1	3%	15%	-3%	-5%	-5%	-20%	-1%	8%
Cc1nn(-c2ccccc2)c(Cl)c1/C=C1\SC(=S)N(C)C1=O	-11%	-21%	-8%	-5%	-3%	-6%	7%	-9%
O=C(Nc1ccc(N2CCCC(O)C2)cc1)c1snc2c(=O)[nH]cnc12 (stereo unspecified)	-2%	?	-1%	1%	-15%	?	-2%	9%
Cc1noc(C)c1COc1ccc(C(=O)OCC(=O)Nc2cccc(S(=O)(=O)N3CCOCC3)c2)cc1	2%	24%	-12%	4%	6%	1%	13%	5%
Cc1ccc(Nc2nc3ccccc3n3nnnc23)cc1	35%[activator]	.	2%	-5%	6%	8%	?	?
O=C(Nc1cccc(Cl)c1)c1cnn2cccnc12	5%	10µM*	0%	1%	9%	-3%	15%	-3%
COc1cc(C2SCC(=O)N2CCCN(C)C)cc(OC)c1OC (stereo unspecified)	-5%	9%	-1%	15%	6%	-3%	-1%	9%
COc1ccc(C)cc1Nc1cc(C)nc2ncnn12	-4%	21%	3%	1%	-7%	-4%	12%	1%
CCc1cccc(NC(=O)c2cc(S(=O)(=O)N(C)C)ccc2N2CCCC2)c1	-1%	-1%	3%	-3%	7%	5%	0%	7%
O=C1c2ccccc2C(=O)N1c1ccc(Cl)cc1	8%	-26%	6%	12%	10%	2%	-3%	0%
COC(=O)C(NC(=O)c1ccccc1)(Nc1cc(C)cc(C)n1)C(F)(F)F (stereo unspecified)	-1%	-5%	-1%	-18%	2%	7%	-10%	5%
O=C1c2ccccc2-c2cccc(NS(=O)(=O)c3ccc(C(F)(F)F)cc3)c21	14%	-16%	?	-5%	6%	-2%	-5%	-10%
c1ccc2c(c1)ncn2Cc1nnc2sc(-c3ccncc3)nn12	-25%	12%	-2%	3%	2%	-6%	1%	10µM*

Not all compounds are listed; rates above refer to the full screens.
